Anthrax LF prot: Bacillus anthracis LF protease inhibitors, primary screen, biochemical, multiplex microsphere, MLPCN library; multiplex microsphere protease cleavage assay; Lethal factor (Bacillus anthracis), P15917; actives 0.12% (n = 360,000); inhibition, % at 10 µM; also: plate controls were buffer without enzyme for full effect and enzyme alone for no effect
BoNT A protease: BoNT/A light chain protease inhibitors, primary screen, biochemical, flow cytometry, MLPCN library | Botulinum neurotoxin type A light chain protease (Clostridium botulinum A str. ATCC 3502) | multiplex microsphere protease substrate cleavage | inhibition, % at 10 µM | actives 0.17% (n = 360,000) | AID 588499, 2011; also: plate controls were buffer without enzyme for full effect and enzyme alone for no effect
Vc quorum ag: inducers of Vibrio cholerae quorum light production without autoinducers, primary screen, BH1578 luxS cqsA deficient, single point; V. cholerae BH1578 lux reporter, luminescence, 6 h; activation, % at 18.7 µM; actives 0.16% (n = 350,000); in the data active = activation mostly above about 9.7%, no sharp cut-off; inconclusive = no clear call, values can overlap the other calls; inactive = mostly below about 3.7%; also: not every result past the cut was called active; inactives centre near 0; reference of the scale not given here
CCHFV vOTU inh: CCHFV vOTU protease inhibitors, primary screen, biochemical, Pep-AMC substrate, fluorescence | Crimean-Congo hemorrhagic fever virus L polyprotein viral ovarian tumor (vOTU) protease … | actives 0.55% (n = 370,000) | inhibition, % at 11.5 µM; in the data active = inhibition above about 30%; also: 0% = vehicle wells with enzyme and 100% = no enzyme wells
SSB-PriA inh: inhibitors of Klebsiella pneumoniae PriA binding to SSB C-terminal tail, primary screen, biochemical, AlphaScreen; actives 0.6% (n = 430,000); inhibition, % at 33 µM; AlphaScreen SSBct-PriA binding, biotinylated peptide; PriA–SSB C-terminal tail interaction (Klebsiella pneumoniae); in the data active = inhibition mostly above about 37%, no sharp cut-off; inactive = mostly below about 20%;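 also: plate controls were negative control peptide for no effect and reference peptide for full effect; strong numbers were not always called active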
SARS 3CLpro inh: SARS-CoV 3CLpro protease inhibitors, primary screen, biochemical, quenched FRET; inhibition, % at 6 µM; recombinant SARS-CoV 3CLpro, quenched FRET peptide cleavage; Replicase polyprotein 1ab (Severe acute respiratory syndrome coronavirus), P0C6X7; actives 0.14% (n = 290,000); in the data active = inhibition above about 12%
TcdB GH inh: TcdB glycohydrolase inhibitors, primary screen, biochemical, single point, plate reader. Toxin B (Clostridioides difficile), P18177. TcdB glycohydrolase enzymatic assay. inhibition, % at 9.99 µM. actives 0.24% (n = 350,000). AID 652162, 2013; in the data active = inhibition above about 10%
PfHsp40 rescue: rescue of yeast from PfHsp40 toxicity, primary screen, S. cerevisiae, ATP luminescence. S. cerevisiae expressing PfHsp40, growth rescue. growth rescue, % at 12.5 µM. actives 0.68% (n = 340,000); in the data active = growth rescue above about 28%, passing the limit was not always enough; inconclusive = no clear call, values can overlap the other calls;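 also: yeast W303a lacking pdr1 and pdr3 grown in galactose medium; growth measured after three days at 30 °C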
Y pestis TopoI: Yersinia pestis topoisomerase I inhibitors, primary screen, biochemical, cleavage product accumulation, plate reader, single point. DNA topoisomerase I (Yersinia pestis CO92). Y. pestis Topo-I cleavage product accumulation. activity, % at 10 µM. actives 0.064% (n = 360,000). AID 504884, 2011; in the data active = activity above about 50%, passing the limit was not always enough; inconclusive = no clear call, values can overlap the other calls; also: inactives centre near 2
VHR inh abs: VHR1 phosphatase inhibitors, primary screen, biochemical, absorbance, uHTS | Dual specificity protein phosphatase 3 (Homo sapiens), P51452 | recombinant VHR phosphatase, pNPP absorbance | inhibition, % at 13.3 µM | actives 0.52% (n = 290,000); in the data active = inhibition above about 50%; also: some compounds called inactive have numbers as strong as hits
* hit, by the source's call; i = inactive; ? = inconclusive; . = not tested or not shown; & = joins results of further samples. Rule as the data show it, unless noted: active = inhibition above about 30%; inconclusive = no clear call, values can overlap the other calls; inactive = below that. Only part of the results is shown; rates above refer to the full screens.

SMILES	Anthrax LF prot	BoNT A protease	Vc quorum ag	CCHFV vOTU inh	SSB-PriA inh	SARS 3CLpro inh	TcdB GH inh	PfHsp40 rescue	Y pestis TopoI	VHR inh abs
O=C(NCC1CCCO1)c1nn2c(C(F)(F)F)cc(-c3ccco3)nc2c1Cl (stereo unspecified)	0	3.3	-0.1	-4	-5	-3	-6.2	-1.0	11	22
Cc1cc2ncc(Cl)nc2cc1C	-3	-0.1	i	-26	-9	-1	.	0.0	3	24
O=C(NCCN1C(=O)S/C(=C\c2ccccc2F)C1=O)C1CCCN1C(=O)c1cccs1 (stereo unspecified)	1	-0.5	0.0	-4	-3	2	-0.2	-0.1	1	18
CC(Sc1n[nH]c(N)n1)C(=O)NC1CCCCC1C (stereo unspecified)	-7	-0.2	i	-10	-7	-6	1.0	-1.2	10	19
N/C(=N\OC(=O)c1ccc(Cl)cc1)c1[nH]ncc1Br	-7	?	i	5	.	1	0.6	-0.5	-11	2
O=C(CSc1nnc(CNC(=O)c2cccs2)o1)Nc1ccccc1F	-3	-0.4	-0.2	12	-2	1	0.0	-0.1	6	1
CCOC(=O)C1C(=O)CC(=O)CC1CC(C)SCC (stereo unspecified)	0	-1.4	-0.2	14	-5	0	.	0.5	0	-18
COc1ccccc1NC(=O)/C(C#N)=C/c1ccc(OCCN2CCOCC2)c(OC)c1	1	0.2	i	.	-2	5	.	3.4	-2	-5
COc1ccc(Cn2c(C(C)C)nc3sc4ccccc4c(=O)c3c2=O)cc1	.	.	-0.2	-10	2	0	-0.4	1.2	37	-8
CCOC(=O)/C(C#N)=C/C=C1/C=CC=CN1C	?	1.9	-0.2	15	5	2	2.5	-0.8	-2	6
CC(=O)C1CCC2C3CCC4CC(O)CCC4(C)C3CCC12C#N (stereo unspecified)	0	-0.2	i	6	.	.	0.8	.	8	.
CN1OC[C@@H]2CN(S(=O)(=O)c3cccc(C(F)(F)F)c3)[C@H](c3ccc(-c4cccnc4)cc3)C[C@@H]21	5	-0.4	-0.6	-4	.	.	2.2	.	17	.
CC1(C)CC2CC(C)(CN2S(=O)(=O)c2ccc(C(=O)Nc3ccc(S(=O)(=O)N4CCOCC4)cc3)cc2)C1 (stereo unspecified)	0	0.2	i	15	9	5	-0.6	-0.3	32	5
CCCCCNC(=O)c1ccc2c(=O)n(CCCN3CCCC3=O)c(=S)[nH]c2c1	-3	-0.6	2.0	-9	-7	4	0.3	-0.2	5	25
COC(=O)C1CCN(C2CN(Cc3ccc(F)cc3)S(=O)(=O)C2)CC1 (stereo unspecified)	-2	-0.6	.	6	.	.	0.5	.	.	.
CC1(C)N=C(N)N=C(N)N1c1ccc(OCCCOc2ccccc2)c(Cl)c1	-2	-2.6	i	12	-1	-1	0.0	-1.5	-1	39
Cn1c(SCC(=O)NC(=O)Cc2ccccc2)nnc1-c1ccc(F)cc1	0	0.0	-0.9	-9	-1	.	-0.6	-0.2	11	.
CCOC(=O)CSCc1cn2cc(Cl)ccc2n1	-5	-0.5	-0.3	.	-8	2	1.2	-1.0	3	10
COc1ccc(/C=C(\C#N)C(=O)Nc2cc(C)c(Cl)cc2OC)cc1O	-4	1.1	-0.1	-12	-14	-2	-0.1	0.9	3	15
COc1ccc(/C=N/NC2=NS(=O)(=O)c3ccccc32)cc1OC(C)=O	-14	2.8	0.0	3	.	3	2.7	-0.2	8	-20
Cc1ccc(C)c(N(C(=O)c2ccco2)C(C(=O)NC2CCCC2)c2ccco2)c1 (stereo unspecified)	2	-2.8	-0.5	10	-16	7	-0.7	0.4	16	22
CCN(CC)C(=O)c1csc([C@@H]2O[C@H](CO)[C@H](O)[C@H](O)[C@H]2O)n1	-7	-0.4	i	-2	.	.	0.6	.	-4	.
CCOc1ccccc1N1CCN(C(=O)[C@@H]2CCCN2C2=NS(=O)(=O)c3ccccc32)CC1	-1	0.7	i	4	-12	.	1.3	0.3	12	.
COCc1c(C(=O)N/N=C/c2c[nH]c3ccccc23)nnn1-c1nonc1N	1	1.0	-0.4	14	.	-2	0.3	-0.3	-18	36
Cc1ccc(C)c(S(=O)(=O)N/N=C/c2ccc(F)cc2)c1	-1	-0.1	-0.4	3	.	5	1.4	5.0	6	18
C(#Cc1c(-c2ccsc2)sc2ccccc12)c1ccsc1	2	0.7	i	0	1	.	-0.1	-2.0	6	.
Cc1ccc(S(=O)(=O)N2CCOCC2)cc1C(=O)N1CCC(Cc2ccccc2)CC1	-1	-2.6	-0.2	17	-18	-3	0.9	-1.2	21	-8
CCc1cccc(CC)c1-n1c(SCn2nnc3ccccc3c2=O)nnc1-c1cccnc1	-1	-0.2	i	3	4	-1	.	1.3	17	2
COc1ccccc1CN1CCNC(=O)C1CC(=O)N(C)Cc1ccon1 (stereo unspecified)	-2	0.2	-0.1	-14	-7	2	1.2	-1.7	6	-8
O=C1/C(=C\c2ccccc2)CN(C(=O)CCN2CCCCC2)C/C1=C/c1ccccc1	2	-0.2	-1.9	-11	11	.	1.4	0.8	20	.
O=C(CSc1nccn1-c1cccc(Cl)c1)NC1CCCC1	0	0.0	-0.7	-5	1	0	.	1.9	-7	4
Cc1[nH]nc(N=CC2=C(O)CC(c3ccco3)CC2=O)c1-c1ccccc1 (stereo unspecified)	3&-4	-0.2&2.3	-1.0	3&1	-4&-13	-5	2.4&0.9	0.1&3.6	8&6	-24
COc1ccc(OCC(=O)N/N=C2\CCCCc3ccccc32)cc1	-2	-0.6	-0.4	8	.	-3	-0.4	1.6	27	17
COC(=O)c1ccc(C23CC4(C2)[C@H](CN(C)[C@@H]4c2ccccc2)C3c2ccccc2)cc1 (stereo partly specified)	1	-0.6	0.4	-6	-17	.	1.9	-1.0	-7	26
Cc1cc2occ(CC(=O)Nc3nccs3)c2cc1C(C)C	-2	?	i	-3	-11	1	.	1.3	8	2
Cc1cc(Sc2nnc(/N=C/N(C)C)s2)c2ccccc2n1	?	-1.7	-0.8	-1	.	5	1.3	0.4	2	-1
O=C(c1ccccc1Cl)N(Cc1ccc(Br)cc1)N1C(=O)CCC1=O	1	-0.4	-0.5	-15	-12	-5	1.6	2.4	-1	23
CCc1ccc(NC(=O)Cn2nnc(C(=O)NCc3ccc4c(c3)OCO4)c2N)cc1	-5	-1.3	-0.5	-5	10	4	-1.0	0.2	48	21
COc1ccc(Cl)cc1C(=O)Nc1ccc(NC(=O)c2ccco2)cc1	3	0.1	-0.6	-2	-6	-3	.	2.3	-2	-4
Fc1ccc(-c2nnc3ccc(N4CCCC4)nn23)cc1	-13	-1.4	-0.2	2	-16	0	-0.1	0.5	-2	-1
CN(C)S(=O)(=O)c1ccc(N2CCCC2)c(C(=O)NNC(=O)COc2ccccc2Cl)c1	-2	1.5	i	13	-9	.	0.4	0.5	7	.
CSCCC(NC(=O)c1ccccc1)C(=O)Nc1ccc(NC(C)=O)cc1 (stereo unspecified)	.	.	.	-5	.	-8	-3.1	.	.	-7
COc1cccc(CN2CC(C(=O)NCCCn3ccnc3C)CCC2=O)c1 (stereo unspecified)	-2	0.4	4.3	-5	0	-2	1.8	1.4	3	31
COc1ccc(-c2noc(CNS(=O)(=O)c3ccccc3)n2)cc1	-2	4.4	-0.7	4	6	2	1.3	0.6	4	37
Cc1ccc2ccc(S(=O)(=O)NCc3ccco3)cc2c1	0	-2.1	-0.3	11	11	6	-8.2	1.1	2	14

3 compounds already listed, ordered by molar mass, ascending:
SMILES	Anthrax LF prot	BoNT A protease	Vc quorum ag	CCHFV vOTU inh	SSB-PriA inh	SARS 3CLpro inh	TcdB GH inh	PfHsp40 rescue	Y pestis TopoI	VHR inh abs
Fc1ccc(-c2nnc3ccc(N4CCCC4)nn23)cc1	-13	-1.4	-0.2	2	-16	0	-0.1	0.5	-2	-1
O=C(CSc1nccn1-c1cccc(Cl)c1)NC1CCCC1	0	0.0	-0.7	-5	1	0	.	1.9	-7	4
CC1(C)N=C(N)N=C(N)N1c1ccc(OCCCOc2ccccc2)c(Cl)c1	-2	-2.6	i	12	-1	-1	0.0	-1.5	-1	39

Following part:
SMILES	Anthrax LF prot	BoNT A protease	Vc quorum ag	CCHFV vOTU inh	SSB-PriA inh	SARS 3CLpro inh	TcdB GH inh	PfHsp40 rescue	Y pestis TopoI	VHR inh abs
CCN(CC)C(=O)C1=C(C)N(CCCOC)C(=O)C(CC(=O)NC2CC2)C1 (stereo unspecified)	5	0.6	-1.1	-1	.	.	-4.2	.	-5	.
FC(F)(F)c1cccc(NC(=S)Nc2ccc(Cl)c(Cl)c2)c1	?	-6.2	-0.3	-4	-18	6	-0.5	0.2	-5	9
CCN(CC)CCN1C(=O)C(=O)/C(=C(/O)c2c(C)[nH]c(C(=O)OC)c2C)C1c1cccnc1 (stereo unspecified)	-5	-0.2	-0.3	-9	.	-2	.	-2.2	7	-5
O=C(NCc1ccccn1)c1ccc(=O)oc1	-4	0.2	-0.3	-4	-3	-3	.	-1.8	-6	-11
O=C(c1cccc(S(=O)(=O)N2CCc3ccccc3C2)c1)N1CCN(c2ccc(O)cc2)CC1	-1	-1.0	-0.3	-5	26	2	-0.3	1.0	18	4
COc1ccc(CNC(=O)C2CCCN(S(=O)(=O)c3c(C)noc3/C=C/N(C)C)C2)cc1 (stereo unspecified)	1	-0.6	i	15	-2	-1	1.4	0.1	19	-9
c1ccc(COc2ncnc3c2ncn3CCCN2CCN(Cc3cccc4ccccc34)CC2)cc1	-1	-0.4	i	14	.	.	0.0	.	16	.
COCC(=O)N(Cc1cc2ccccc2[nH]c1=O)c1ccc(OC)cc1	-1	0.8	-0.6	10	-4	-3	.	?	-8	21
CCn1nc(NS(=O)(=O)c2ccccc2)c2cc3cc(C)ccc3nc21	0	2.2	0.4	16	-11	12*	6.1	0.8	3	-2
COC(=O)c1c(N2C(=O)CC(Sc3ccccc3C(=O)O)C2=O)sc(C)c1C (stereo unspecified)	-3	-0.9	-0.6	-14	-9	-3	-1.9	3.8	8	-36
Cn1c(NNC(=O)c2cccc3ccccc23)cc(=O)n(C)c1=O	0	0.0	-2.5	2	0&7	-4	1.9	-0.8	22	26
COc1cccc(-n2nc(C(=O)N3CCC4(CC3)OCCO4)c3ccccc3c2=O)c1	-2	-0.3	7.1	7	-13	-2	.	-0.4	-4	0
NC(=O)C(c1ccccc1)c1ccc(C(=O)c2ccccc2)cc1 (stereo unspecified)	-5	-1.0	i	6	-17	-3	0.9	0.0	16	70
COc1ccc(COC(=O)C2CCN(S(=O)(=O)c3ccc(F)cc3)CC2)cc1	0	-3.9	i	7	-2	.	-2.0	-0.2	36	.
COc1ccc(NC(=O)c2cc(-c3cc(C)c(C)cc3O)n[nH]2)c(OC)c1	-7	0.8	i	-11	-12	-1	-3.1	-1.6	-4	21
COc1ccc(NC(=O)c2cc(C3CCCCN3C(=O)c3cc(OC)c(C)c(OC)c3)on2)c(C)c1 (stereo unspecified)	1	-0.2	i	-5	.	.	0.4	.	13	.
CCOC(=O)C1=CCN(S(=O)(=O)c2ccccc2Cl)C1c1cccc(C)c1 (stereo unspecified)	-8	0.1	.	-4	.	.	1.9	.	.	.

From PubChem
